# IDE inh – inhibitors of human insulin-degrading enzyme in cells. P14735. AID 434962. 0.41% of 320,000 active. HEK cells, FAbetaB cleavage, fluorescence polarization. inhibition, % at 5.59 µM;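 active = percent inhibition above the average of all tested compounds plus 3 SD, set per screening campaign, cut at about 16% in these data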;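 note: IDE supplied by intact live HEK cells; FP after avidin binding of uncleaved biotin substrate so inhibition keeps polarization high; 0% = DMSO wells and 100% = 60 µM reference IDE inhibitor Ii1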
# Target sequence (P14735 whole entry, looked up): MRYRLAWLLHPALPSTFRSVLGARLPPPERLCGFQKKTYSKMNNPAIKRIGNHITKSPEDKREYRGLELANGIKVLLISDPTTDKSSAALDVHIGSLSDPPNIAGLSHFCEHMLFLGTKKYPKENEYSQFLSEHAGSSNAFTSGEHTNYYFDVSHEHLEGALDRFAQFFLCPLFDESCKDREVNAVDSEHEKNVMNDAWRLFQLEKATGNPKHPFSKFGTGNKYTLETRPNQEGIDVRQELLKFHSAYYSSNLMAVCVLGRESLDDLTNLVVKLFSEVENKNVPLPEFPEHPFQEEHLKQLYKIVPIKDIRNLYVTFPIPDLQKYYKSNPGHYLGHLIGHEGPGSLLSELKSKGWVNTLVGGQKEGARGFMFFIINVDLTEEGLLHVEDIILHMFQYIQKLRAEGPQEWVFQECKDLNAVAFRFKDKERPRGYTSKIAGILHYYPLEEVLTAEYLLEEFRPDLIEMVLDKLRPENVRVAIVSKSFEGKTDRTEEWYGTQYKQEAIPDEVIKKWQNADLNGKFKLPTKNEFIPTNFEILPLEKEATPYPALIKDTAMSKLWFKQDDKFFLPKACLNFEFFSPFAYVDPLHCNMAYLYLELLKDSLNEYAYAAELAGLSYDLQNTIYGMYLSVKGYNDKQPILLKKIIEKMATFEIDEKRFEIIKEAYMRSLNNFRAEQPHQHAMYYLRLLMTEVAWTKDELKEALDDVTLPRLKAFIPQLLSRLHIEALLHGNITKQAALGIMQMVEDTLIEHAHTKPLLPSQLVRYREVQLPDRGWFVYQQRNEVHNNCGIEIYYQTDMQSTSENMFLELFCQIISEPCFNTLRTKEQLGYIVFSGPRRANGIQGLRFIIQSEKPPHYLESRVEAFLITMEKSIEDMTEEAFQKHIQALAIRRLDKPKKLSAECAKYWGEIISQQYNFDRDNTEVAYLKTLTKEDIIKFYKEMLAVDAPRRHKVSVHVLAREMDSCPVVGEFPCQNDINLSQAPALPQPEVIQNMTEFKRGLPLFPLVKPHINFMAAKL
# The depositor's hits bear a star.
# A first look (2 entries):
IDE inh	SMILES
-1.9	COc1ccc(C2=NOC(C)(c3sc(-c4ccc(Cl)cc4)nc3C)C2)cc1 (stereo unspecified)
-4.8	CCN(CC)CCOC(=O)c1ccc(NC(=S)NC(=O)/C=C/c2ccco2)cc1

# Main list, previewed entries included:
IDE inh	SMILES
-1.9	COc1ccc(C2=NOC(C)(c3sc(-c4ccc(Cl)cc4)nc3C)C2)cc1 (stereo unspecified)
-4.8	CCN(CC)CCOC(=O)c1ccc(NC(=S)NC(=O)/C=C/c2ccco2)cc1
1.2	Cc1ccc(C(=O)Nc2cccc3ccccc23)o1
-3.1	COc1ccc(C(=O)NCCCc2ccccc2)cc1
-0.1	O=C1NC(Cc2ccccc2)c2nc3ccccc3c(=O)n2-c2cc(Cl)ccc21 (stereo unspecified)
-3.3	O=C(O)c1ccn[nH]1
-4.3	O=C(O)CCC1c2cc3c4cc2OC2Oc5cc6c(cc51)C(CCC(=O)O)c1cc5c7cc1OC(O6)c1cc6cc(c1)Oc1cc(cc(C(=O)O)c1)Oc1cc8cc(c1)C(Oc1cc(c(cc1C5CCC(=O)O)C3CCC(=O)O)OC(O4)c1cc(cc(c1)Oc1cc(cc(C(=O)O)c1)O8)Oc1cc(cc(C(=O)O)c1)Oc1cc(cc2c1)Oc1cc(cc(C(=O)O)c1)O6)O7 (stereo unspecified)
1.7	CC1(O)C(=O)C=C2C=C(c3ccsc3)OC=C2C1=O (stereo unspecified)
-5.1	COCCNc1nc(-c2cc(C(=O)Nc3ccccc3)on2)cc(C(C)C)n1
-3.3	COCCN1CCN(C(=O)c2ccc3c(c2)S(=O)(=O)c2ccccc2C3=O)CC1
-0.9	O=C(OCCOCn1cc(Br)c(=O)[nH]c1=O)c1ccccc1
-2.1	CC(C)C(C)N(Cc1cccc(C(=O)O)c1)C(=O)c1ccc2ccccc2n1 (stereo unspecified)
-5.6	CC1(OC(=O)c2cnc3ccccc3n2)C(=O)C=C2C=C(C3CC3)OC=C2C1=O (stereo unspecified)
-3.6	C=C1CCN(c2ccc(C(=O)O)cc2[N+](=O)[O-])CC1
-5.3	Cc1ccc2c(c1)-n1c(nc3cc(Cl)ccc3c1=O)C(CC(C)C)NC2=O (stereo unspecified)
5.0	CCOC(=O)Nc1ccc(S(=O)(=O)Nc2onc(C)c2C)cc1
1.5	CC1(C)C=Cc2c(ccc(-c3coc4cc(O)ccc4c3=O)c2O)O1
3.0	COc1cc2sc3ccc(-c4ccc(N(C)C)nc4)cc3c(=O)c2cc1OC
1.7	COc1ccccc1CN1CCN(C(=O)c2cccc3ccccc23)CC1
-1.5	COc1ccc(CNC(=S)Nc2cccc(Cl)c2)cc1
13.9	COc1ccc(CCNC(=O)c2ccccc2C(=O)NCCc2ccc(OC)c(OC)c2)cc1OC
5.2	O=C(c1cccc(Br)c1)N1CCN(c2ccccn2)CC1
-0.7	COc1ccc2c(c1)C=Cc1ccccc1O2
-1.8	COc1ccc(CCNC(=O)CCc2ccccc2)cc1OC
1.6	O=C(O)c1ccccc1C(=O)Nc1ccccc1NC(=O)c1ccccc1C(=O)O
-1.8	COc1c(CC=C(C)C)c(O)cc2oc(=O)c3c4ccc(O)cc4oc3c12
2.8	CCCCNc1nc(Cl)nc(Nc2ccc(C)cc2)n1
-5.2	CNC(=O)[C@@H]1C[C@H]1[C@@H](NC(=O)CNC(=O)OCc1ccccc1)c1ccccc1
2.6	COC(=O)C[C@](O)(CCCC(C)(C)O)C(=O)O[C@@H]1C(OC)=C[C@]23CCCN2CCc2cc4c(cc2[C@H]13)OCO4
5.0	O=C(/C=C/c1ccc(F)cc1)N1CCN(Cc2ccccc2)CC1
1.5	COc1ccc(C(=O)OCC(O)COC(=O)c2ccc(OC)cc2)cc1
4.6	O=C(CNC(=O)c1ccccc1)Oc1cccc(Cl)c1
0.7	Cc1ccc(S(=O)(=O)NNC(=O)c2cc([N+](=O)[O-])c(C)c([N+](=O)[O-])c2)cc1
5.8	COc1cc(OC)cc(C(=O)Nc2ccc(S(=O)(=O)Nc3cnc4ccccc4n3)cc2)c1
-0.2	CCCC[C@@H]1CNC(=O)C(=O)N1CCc1cccc2ccccc12
1.5	O=C1CCC(c2ccccc2)c2ccccc21 (stereo unspecified)
2.1	CCn1c2ccccc2c2cc(C#N)c(N)nc21
4.5	COc1ccc2nc3n(c(=O)c2c1)-c1ccc(Cl)cc1C(=O)NC3Cc1ccccc1 (stereo unspecified)
4.5	Nc1ccccc1N1C(=O)c2cccc3cccc(c23)C1=O
11.5	COc1ccc(NC(=O)Nc2ccc(O)c3ccccc23)cc1
-1.6	OCCN1CCN(CC/C=C2/c3ccccc3CSc3ccccc32)CC1
0.4	C/C(=N/NC(=O)c1ccc(C(C)(C)C)cc1)c1cccnc1
7.2	CC1(C)CC[C@@]2(C(=O)O)C(C1)C1=CCC3[C@@]4(C)CC[C@H](O)C(C)(C)C4CC[C@@]3(C)[C@]1(C)C[C@H]2O (stereo partly specified)
5.0	CC1(C)C(=O)CC[C@@]2(C)[C@H]1CC[C@@]1(C)CC3=C(CC[C@@H]12)[C@@]1(C)CCC(=O)C(C)(C)[C@@H]1CC3
-1.0	Cc1cccc(C)c1NC(=O)C(C)N (stereo unspecified)
4.7	C=C(C)CN1C(=O)C2(OCCO2)c2cc(Br)ccc21
2.4	CCOc1ccccc1C(c1c(O)nc(SC)[nH]c1=O)c1c(O)nc(SC)[nH]c1=O
-3.2	CN(C)CC/C=C1/c2ccc(F)cc2Sc2ccc(Cl)cc21
3.5	COC(=O)c1c(-c2ccccc2)noc1-c1ccccc1
-2.4	Cn1ccnc1C(=O)Cc1ccc([N+](=O)[O-])cc1
0.5	S=C(NCCc1ccccc1)N/N=C/c1cccs1
3.3	COc1ccc(NS(=O)(=O)c2cc(C(=O)NNC(=O)c3ccncc3)ccc2OC)c(OC)c1
-3.5	CCO[C@H]1OC(C(N)=O)=C[C@@H](C2CC2)[C@@H]1CCCO
5.5	O=C1C=CC[C@H](/C=C/C[C@@H](O)C[C@H](O)CCc2ccccc2)O1
-1.9	COc1ccc2nc3n(c(=O)c2c1)-c1ccccc1C(=O)NC3Cc1ccccc1 (stereo unspecified)
7.1	COc1ccc(/C=C/C(=O)c2ccc([N+](=O)[O-])o2)cc1OC
4.2	O=C(/C=C/Nc1ccc(F)cc1F)c1ccc(Br)cc1
0.1	CCOC(=O)Cc1csc(NC(=O)c2cccc(Cl)c2)n1
-1.2	Cc1ccc(-c2ccc3c(c2)S(=O)(=O)c2ccccc2C3=O)cc1
-3.0	O=S(=O)(Nc1ccc(O)c2ccccc12)c1ccc(OC(F)(F)F)cc1

# Next part.
IDE inh	SMILES
0.5	Cc1ccc(C(=O)Nc2ccc(S(=O)(=O)N3CCOCC3)cc2)cc1Br
4.0	C#CCOCCOCCOCCNc1nc(N2CCN(C(=O)CCCCCCCCCCNC(=O)[C@H](CCCCN)n3cc(C)nn3)CC2)nc(N2CCN(C(=O)CCCCCCCCCCNC(=O)[C@H](CCCN=C(N)N)n3cc(C[C@@H](C)CC)nn3)CC2)n1
1.9	Cc1ccc2c(=O)n3c(nc2c1)C(CC(C)C)NC(=O)c1ccc(Cl)cc1-3 (stereo unspecified)
6.7	CCOc1cc(/C=N/NC(=O)N/N=C/c2ccc(O)c(OCC)c2)ccc1O
-1.4	COC(C[C@@H]1O[C@H]1[C@H](O)[C@@H](C)OCc1ccccc1)OC
0.4	CCOC(=O)c1c(C)oc2cc(Sc3ccccc3)c(O)c(O)c12
4.1	c1ccc(CSc2nccc(-c3ccco3)n2)cc1
3.2	N[C@@H](Cc1cc(I)c(Oc2cc(I)c(O)c(I)c2)c(I)c1)C(=O)O
-2.9	O=S(=O)(c1ccccc1)N1CN(c2ccc(F)cc2F)c2nc3ccccc3nc21
4.9	CCOC(=O)c1ccc(C(=O)NNC(=O)C2CC=CCC2)cc1 (stereo unspecified)
-2.3	COCCCNC(=O)c1ccc(-c2nc3ccccc3nc2-c2ccccc2)cc1
0.2	CCCNC(=O)c1onc(CSc2ccc(F)c(F)c2)c1C(=O)NCCC
0.9	C#CCOCCOCCOCCNc1nc(N2CCN(C(=O)C([C@@H](C)CC)n3cc(C(N)CC(C)C)nn3)CC2)nc(N2CCN(C(=O)[C@H](CCCCN)n3cc(C(N)COC(=O)C(F)(F)F)nn3)CC2)n1 (stereo partly specified)
6.4	COc1cc(OC)cc(C(=O)NCCc2ccc(OC)c(OC)c2)c1
0.8	CCC(C)(C)c1nnc(NC(=O)CCC2CCCCC2)s1
5.5	CCCC(=O)NC(=S)Nc1ccc(S(=O)(=O)N2CCc3ccccc32)cc1
2.0	CC(=O)OC1CCC2(C)C(CCC3C2CC(OC(C)=O)C2(C)C3C[C@@H]3O[C@]4(CC[C@@H](C)CO4)[C@@H](C)C32)C1 (stereo partly specified)
-2.1	O=C(NNS(=O)(=O)c1c(F)cc(F)c(Cl)c1F)C12CC3CC(CC(C3)C1)C2
6.6	O=C1c2ccccc2S(=O)(=O)c2cc(N3CCc4ccccc4C3)ccc21
-0.6	COc1ccc(OC)c(/C=N/n2c(C)nc3ccccc3c2=O)c1
-1.5	CCCOc1ccc(N2C(=O)CC(NCC(=O)OCC)C2=O)cc1 (stereo unspecified)
3.3	CC(Cc1ccc(O)c(O)c1)C(C)Cc1ccc(O)c(O)c1 (stereo unspecified)
6.9	O=C1c2ccccc2S(=O)(=O)c2cc(C(=O)N3CCC(C(=O)N4CCCCC4)CC3)ccc21
-2.3	COC(=O)c1ccccc1NC(=O)CN1C(=O)c2ccccc2C1=O
8.2	COc1ccc(S(=O)(=O)NCC(=O)NCCc2ccc(OC)c(OC)c2)cc1
7.3	O=C1c2cccc3c2N(CCC3)C(=O)C1(F)c1ccccc1 (stereo unspecified)
5.9	NCCN1CCN2C(=O)CN(C(=O)c3ccccc3)CC12 (stereo unspecified)
-5.1	CCCN1C(=O)/C(=C/c2ccc(OCc3ccc(C(=O)O)cc3)c(OC)c2)NC1=S
-1.2	CC(CNC(=O)c1ccccc1Cl)NC(=O)c1ccccc1Cl (stereo unspecified)
3.3	O=C(C=C1NCCN1)c1ccccc1
-3.6	O=C1N[C@H](C(=O)O)CS1
6.8	CCC(C(=O)Nc1cc(C)cc(C)n1)c1ccccc1 (stereo unspecified)
-0.3	Cc1ccccc1C(=O)NCC(=O)c1ccccc1
6.1	N#Cc1ccccc1N/C=C/C(=O)c1ccc(Cl)cc1
2.4	COc1ccc(S(=O)(=O)Nc2cc(Sc3ncn[nH]3)c(O)cc2C)cc1
-2.6	COc1ccc(-c2nnc(COc3ccc(Br)cc3C)o2)cc1
3.8	Cc1cccc(NC(=O)CCCCC(=O)Nc2cccc(C)c2)c1
-2.5	O=C(NCC#CCSc1nnc(-c2cccc3ccccc23)o1)c1cccs1
7.4	CC(NC(=O)CCC(=O)Nc1ccccc1O)c1ccccc1 (stereo unspecified)
7.5	O=C(c1cccc(C(=O)N2CCC(O)(c3ccccc3)CC2)c1)N1CCC(O)(c2ccccc2)CC1
1.4	CC(C)(C)c1ccc(C(=O)NNC(=O)CCc2ccccc2)cc1
3.6	Cc1ccc(S(=O)(=O)Nc2c(O)ccc3ccccc23)cc1
8.5	O=C(NCCCCNC(=O)c1ccccc1Br)c1ccccc1Br
-5.3	[N-]=[N+]=CC(=O)C(O)(c1ccccc1)C(Cl)c1ccccc1 (stereo unspecified)
-0.3	O=C(Nc1csc(Cl)c1)c1ccccc1
7.5	COc1nccc(NCc2ccccc2)c1C#N
0.0	C=C1/C(=C\C=C2/CCC[C@]3(C)[C@@H]([C@H](C)/C=C/[C@@H](O)C4CC4)CC[C@@H]23)C[C@@H](O)C[C@@H]1O
2.4	CC(C)(C)c1cc(O)c(C(C)(C)C)cc1O
-1.1	O=C(NCCNc1ccc([N+](=O)[O-])cc1)c1cc(F)c(F)cc1Cl
-1.9	CC(C)C1Cc2ccccc2-c2[nH]c(=S)[nH]c(=O)c21 (stereo unspecified)
3.2	O=c1[nH]c(-c2ccccc2)ncc1Oc1ccccc1
4.4	O=C(CC(=O)c1ccccc1[N+](=O)[O-])c1ccccc1
5.7	Cn1nccc1C(=O)Nc1cc(Cl)ccc1Cl
-1.0	CC(=O)OC[C@]12CC[C@H]3[C@@](C)(CC[C@H]4C(C)(C)CCC[C@]34C)[C@@H]1C[C@@H](C1=CC(=O)O[C@@H]1OC(C)=O)O2
5.5	O=C1NC(Cc2ccc(O)cc2)c2nc3ccc(Cl)cc3c(=O)n2-c2ccccc21 (stereo unspecified)
-2.2	Cc1ccsc1C(=O)NCc1ccc(Cl)cc1
4.0	CC(C)[C@]1(c2ccccc2)ON(c2ccccc2C(F)(F)F)C1=O
2.1	Cc1ccc2c(=O)n3c(nc2c1)C(Cc1ccc(O)cc1)NC(=O)c1ccc(Cl)cc1-3 (stereo unspecified)
8.2	Cc1ccc(NS(=O)(=O)c2ccc(NC(=O)c3ccccc3C(=O)O)cc2)cc1C
-4.7	COC(=O)C1=C(C(=O)OC)[C@@H]2N(Cc3ccccc3)c3ccccc3[C@@]23C[C@@H](C(=O)OC)N(C(=O)C2CCC2)C3=N1
7.0	O=C(Nc1ccc(Cl)cc1F)c1ccc2c(c1)C(=O)N(Cc1ccncc1)C2=O
3.8	C#CCOCCOCCOCCNc1nc(N2CCN(C(=O)C([C@@H](C)CC)n3cc(C(N)CO)nn3)CC2)nc(N2CCN(C(=O)C([C@@H](C)CC)n3cc(C(N)COC(=O)C(F)(F)F)nn3)CC2)n1 (stereo partly specified)

# Ordered by formula weight (rising): 6 of the compounds above.
IDE inh	SMILES
4.4	O=C(CC(=O)c1ccccc1[N+](=O)[O-])c1ccccc1
5.7	Cn1nccc1C(=O)Nc1cc(Cl)ccc1Cl
-1.1	O=C(NCCNc1ccc([N+](=O)[O-])cc1)c1cc(F)c(F)cc1Cl
7.0	O=C(Nc1ccc(Cl)cc1F)c1ccc2c(c1)C(=O)N(Cc1ccncc1)C2=O
-1.0	CC(=O)OC[C@]12CC[C@H]3[C@@](C)(CC[C@H]4C(C)(C)CCC[C@]34C)[C@@H]1C[C@@H](C1=CC(=O)O[C@@H]1OC(C)=O)O2
3.8	C#CCOCCOCCOCCNc1nc(N2CCN(C(=O)C([C@@H](C)CC)n3cc(C(N)CO)nn3)CC2)nc(N2CCN(C(=O)C([C@@H](C)CC)n3cc(C(N)COC(=O)C(F)(F)F)nn3)CC2)n1 (stereo partly specified)

# These rows are one share of the data. The share of hits here may be higher or lower than overall.
